Source: PubChem (NCI)
Growth percent in the NCI-60 one-dose screen (48 h, 10 µM unless noted): 100 = growth as untreated, 0 = no growth, -100 = all killed.
SW-620: SW-620 colon cancer; 82,000 compounds, 5.2% hits
NCI-H460: NCI-H460 lung cancer | 82,000 compounds, 6.8% hits
NCI-H226: NCI-H226 lung cancer | 79,000 compounds, 3.5% hits | AID 1794732
NCI-H322M: NCI-H322M lung cancer. 80,000 compounds, 2.7% hits. AID 1794733
COLO 205: COLO 205 colon cancer; 79,000 compounds, 7.3% hits; AID 1794742
NCI-H23: NCI-H23 lung cancer | 80,000 compounds, 4% hits | AID 1794731
HCT-15: HCT-15 colon cancer; AID 1794746; 82,000 compounds, 5.2% hits
HT29: HT29 colon cancer; 81,000 compounds, 7.4% hits
NCI-H522: NCI-H522 lung cancer | 78,000 compounds, 8% hits | AID 1794739
Numbers without * were called inactive; / = not tested or not shown; & = joins results of further samples. Rule for the calls: active = growth percent below 10; inactive = the rest. Compounds were not picked by outcome; about 12% have a hit in one of these screens.

SMILES	SW-620	NCI-H460	NCI-H226	NCI-H322M	COLO 205	NCI-H23	HCT-15	HT29	NCI-H522
Cc1cc(/C=C2\C=Cc3ccccc32)ccc1N(C)C	93	91	103	99	108	99	101	92	90
C/C(=N\NC(N)=O)c1c(O)sc(=O)[nH]c1=O	97	106	101	97	108	/	97	111	99
Cc1ccc(S(=O)(=O)N(CC[C@@H]2C[C@H]2c2cc3ccccc3o2)C(=O)NC2CCCCC2)cc1	92	104	87	108	/	78	92	91	86
COc1ccc(/C=C2\C(=O)N(c3nc(-c4c(O)cc(C)oc4=O)cs3)N=C2C)cc1OC	101	107	99	/	120	103	100	105	108
NC(N)=Nc1cccc2ccccc12	102	105	/	102	103	96	108	100	86
COc1ccc(COC2CCC(=O)N2)cc1O (stereo unspecified)	100	112	107	108	119	100	111	104	99
S=C(Nc1ccc(OCc2nc3ccc(Cl)cc3[nH]2)cc1)NC1CCCCC1	-7.0*	-22*	-1.5*	9.8*	-68*	-68*	-63*	-47*	-21*
O=C1CC(c2ccccc2)Oc2ccc(Cl)cc21 (stereo unspecified)	100	115	100	113	108	95	99	99	78
CC1=CC(=O)C(C(C)C)=CC1=O	106	110	91	106	108	103	109	93	107
CSc1nc(N)c2c(n1)NC(c1ccc(Cl)cc1)C1CCc3ccccc3C1=N2 (stereo unspecified)	/	103	111	120	118	84	109	87	94
Cc1ccc(S(=O)(=O)N(C)CC(=O)NNC(=O)CSc2ccc(F)cc2)cc1	108	101	91	104	117	100	115	104	97
CCOc1ccccc1/C=N\NC(=O)CCCCCCCCC(=O)N/N=C\c1ccccc1OCC	98	98	92	96	109	96	98	101	88
CC(=O)/C=C(\C)Nc1ccccc1O	116	97	112	90	113	85	92	104	70
COc1cccc(/C=C2\SC(=Nc3ccc(NC(C)=O)cc3)NC2=O)c1OC	92	100	103	94	111	92	96	116	89
Nc1cc(N)nc(S(=O)O)n1	105	107	101	98	89	102	97	101	95
CC(=O)Nc1ccc(S(=O)(=O)Nc2ccc(S(=O)(=O)c3ccc(NS(=O)(=O)c4ccc(NC(C)=O)cc4)cc3)cc2)cc1	102	107	92	100	103	95	97	104	92
CN(C)CCCN1c2ccccc2Oc2ccc(Cl)cc21	79	87	101	81	49	87	91	46	71
O=C(Cn1nncc1CN1C(=O)CSC1=O)Nc1ccc(F)c(Cl)c1	100	102	105	105	105	101	97	101	93
CCCCc1oc2ccc([N+](=O)[O-])cc2c1C(=O)c1ccc(C#CC2CCCC2)cc1	93	95	96	93	105	89	97	88	86
c1ccc2c(c1)nc(-c1ccncc1)c1cccn12	104	115	116	97	104	112	98	106	115
CCc1cc(-c2cc(CC)nc(N)n2)nc(N)n1	105	104	97	96	119	105	105	102	97
COc1cc(-n2cc(-c3ccc(Cl)cc3)n(C(C)=O)c2=O)cc(OC)c1OC	109	100	84	88	112	102	84	82	71
Cc1ccc(NC(=O)c2ccc(CN3CCN(C)CC3)cc2)cc1Oc1ccc(-c2[nH]nc3ncnc(N)c23)cc1	80	110	98	97	28	100	99	13	90
CCn1cc(C(=O)O)c(=O)c2cc(F)c(N3CCN(C(=O)CSc4nc(-c5ccc(C)cc5)c(C#N)c(=O)[nH]4)CC3)cc21	106	105	94	110	120	111	104	97	86
CCN(CC)CCCCCNc1cc(OC(=O)c2ccc(Cl)cc2)cc2cccnc12	105	110	105	106	34	94	98	88	24
CC(=O)OC[C@H]1OC(Sc2sc(C(=O)c3ccc(Cl)cc3)c(N)c2-c2nc3ccccc3s2)[C@H](OC(C)=O)[C@@H](OC(C)=O)[C@H]1OC(C)=O (stereo partly specified)	102	103	68	91	107	85	99	105	90
COc1ccc(N2CN(c3nc4ccc(NS(=O)(=O)c5ccc(OC)c(OC)c5)cc4s3)C(=O)c3cccnc32)cc1	104	109	102	121	116	105	115	105	92
O=C(Oc1ccc(NC(=O)c2cc3c(cc2Br)OCO3)cc1)c1ccccc1	112	109	95	116	151	92	100	103	106
COc1cccc(Oc2nc(Nc3ccc(N4CCOCC4)cc3)ncc2NC(=O)Nc2cc(Cl)cc(Cl)c2)c1	93	96	104	81	108	78	80	85	72
CCOC(C)C(Nc1ccc(C(=O)O)cc1)C(=O)Nc1ccc(C(=O)O)cc1 (stereo unspecified)	100	104	101	94	97	98	98	75	59
COc1cc2oc(-c3ccc(NC(=O)c4ccc(C(F)(F)F)cc4)cc3)cc(=O)c2c(OC)c1OC	103	94	104	89	95	99	90	97	87
Cc1cccc(N=NC(C#N)C#N)c1	107	117	95	119	102	110	99	119	122
O=C(N=Nc1c(O)[nH]c2ccccc12)Nc1ccc(Br)cc1	92	92	84	71	98	101	77	98	72
O=C(O)CC(C(=O)O)N1C(=O)/C(=C/c2cn(-c3ccccc3)nc2-c2ccccc2)SC1=S (stereo unspecified)	97	98	102	94	112	/	94	111	89
OC(COc1ccc(Cl)cc1)CN1CCN(c2cccc(Cl)c2)CC1 (stereo unspecified)	99	112	96	88	100	113	96	103	77
O=[N+]([O-])c1c(F)cc(F)cc1F	109	106	98	106	113	104	107	110	98
O=c1[nH]c(=O)n(CCCc2ccccc2)cc1-c1ccccc1	114	114	108	109	119	93	91	110	111
COc1ccc(CSC(=S)NNc2ccccc2)cc1	106	105	96	100	105	96	107	107	100
O=C(O)CNC(=O)c1cccc([N+](=O)[O-])c1	103	106	101	106	115	107	101	126	/
CO[C@H]1O[C@@H]2COC(=O)CCc3ccccc3C(=O)[C@H]2CC1(OC)OC	95	92	101	101	111	104	106	97	94

Profiles, quoted from the list.
O=C(O)CNC(=O)c1cccc([N+](=O)[O-])c1 across the screens: SW-620 = 103; NCI-H460 = 106; NCI-H226 = 101; NCI-H322M = 106; COLO 205 = 115; NCI-H23 = 107; HCT-15 = 101; HT29 = 126; NCI-H522 = /
Cc1ccc(NC(=O)c2ccc(CN3CCN(C)CC3)cc2)cc1Oc1ccc(-c2[nH]nc3ncnc(N)c23)cc1 across the screens: SW-620 = 80; NCI-H460 = 110; NCI-H226 = 98; NCI-H322M = 97; COLO 205 = 28; NCI-H23 = 100; HCT-15 = 99; HT29 = 13; NCI-H522 = 90
O=C(Oc1ccc(NC(=O)c2cc3c(cc2Br)OCO3)cc1)c1ccccc1 across the screens: SW-620 = 112; NCI-H460 = 109; NCI-H226 = 95; NCI-H322M = 116; COLO 205 = 151; NCI-H23 = 92; HCT-15 = 100; HT29 = 103; NCI-H522 = 106

The listing continues.
SMILES	SW-620	NCI-H460	NCI-H226	NCI-H322M	COLO 205	NCI-H23	HCT-15	HT29	NCI-H522
C=CC(=O)Nc1ccc(C)c(Oc2ccc(Cl)cc2)c1	44	21	42	48	56	56	50	60	3.6*
CCOC(=O)c1ccc(Nc2ccnc(SCC(=O)c3ccc(C#N)cc3)n2)cc1	90	90	61	90	71	80	76	76	27
COc1cc(OC)cc(-c2n/c(=C\c3c(O)[nH]c4ccc(OC)cc34)cc3c2=Nc2ccccc2-3)c1	47	13	92	102	86	66	45	16	108
CCCSc1nc(NCCc2c[nH]c3ccccc23)c(C#N)c(-c2ccccc2)n1	57	25	65	94	63	89	27	30	58
COc1ccc(C2c3c([nH]c(=S)[nH]c3=O)Nc3[nH]c(=S)[nH]c(=O)c32)cc1	97	101	104	96	105	101	103	103	102
Cc1cccc(C(N)=O)c1	106	110	112	114	117	101	102	98	/
COc1ccc2c(C)c(-c3ccc(Cl)cc3)c(=O)oc2c1	89	85	74	76	125	78	89	78	/
COc1ccc(C2CCN(Cc3ccccc3)CCO2)cc1 (stereo unspecified)	103	102	104	98	105	102	97	99	90
CC(C)c1cccc(Br)c1	104	111	95	107	112	96	103	97	98
N/C(=N/N=C/c1cc(Br)cc(Br)c1O)NO	116	111	104	101	106	100	100	108	101
CC1COS(=O)(=O)C1 (stereo unspecified)	111	116	99	98	111	103	110	96	/
CC(=O)[C@H]1CC[C@H]2[C@@H]3CCc4cc(O)ccc4[C@H]3CC[C@]12C	101	104	93	98	109	95	91	114	90
O=C1CCc2ccc(OCc3cn(Cc4ccccc4)nn3)cc2N1	107	113	108	98	122	/	103	116	83
O=c1cc(-c2ccccc2)ss1	103	113	108	113	106	103	95	103	/
COc1ccc2c(c1)C(=O)/C(=C/c1cccc(OCC(=O)Nc3nc(C)c(C)s3)c1)O2	-77*	158	72	122	-59*	-39*	12	-82*	-72*
Nc1ccc(-c2cn3cc(Cl)sc3n2)cc1	118	101	107	80	103	109	92	103	76
CCOC(=O)C1=C(C)NC(SCc2nnc(-c3ccc(Cl)cc3)o2)=NC1c1ccccc1 (stereo unspecified)	99	98	89	94	90	96	78	78	46
CC(=O)OC1CCCC(CN)C1C (stereo unspecified)	107	111	86	83	/	96	103	91	81
O=C(CC(CC(=O)c1cccs1)c1ccc(O)cc1)c1cccs1	107	111	107	111	110	102	113	97	94
CC1(C)CC[C@]2(CO)CC[C@]3(C)[C@](O)([C@H](O)C[C@@H]4[C@@]5(C)CCCNC(C)(C)[C@@H]5CC[C@]43C)[C@@H]2C1	100	89	106	103	44	95	89	21	92

Compounds above with a thiophene ring, fused or not:
SMILES	SW-620	NCI-H460	NCI-H226	NCI-H322M	COLO 205	NCI-H23	HCT-15	HT29	NCI-H522
CC(=O)OC[C@H]1OC(Sc2sc(C(=O)c3ccc(Cl)cc3)c(N)c2-c2nc3ccccc3s2)[C@H](OC(C)=O)[C@@H](OC(C)=O)[C@H]1OC(C)=O (stereo partly specified)	102	103	68	91	107	85	99	105	90
O=C(CC(CC(=O)c1cccs1)c1ccc(O)cc1)c1cccs1	107	111	107	111	110	102	113	97	94

Random excerpt: 4 records from the list
SMILES	SW-620	NCI-H460	NCI-H226	NCI-H322M	COLO 205	NCI-H23	HCT-15	HT29	NCI-H522
CC(C)c1cccc(Br)c1	104	111	95	107	112	96	103	97	98
C=CC(=O)Nc1ccc(C)c(Oc2ccc(Cl)cc2)c1	44	21	42	48	56	56	50	60	3.6*
COc1cc(OC)cc(-c2n/c(=C\c3c(O)[nH]c4ccc(OC)cc34)cc3c2=Nc2ccccc2-3)c1	47	13	92	102	86	66	45	16	108
CC1(C)CC[C@]2(CO)CC[C@]3(C)[C@](O)([C@H](O)C[C@@H]4[C@@]5(C)CCCNC(C)(C)[C@@H]5CC[C@]43C)[C@@H]2C1	100	89	106	103	44	95	89	21	92

Further entries follow.
SMILES	SW-620	NCI-H460	NCI-H226	NCI-H322M	COLO 205	NCI-H23	HCT-15	HT29	NCI-H522
COc1ccc(-c2cc(=O)oc3c4c(ccc23)OCN(Cc2ccc(F)cc2)C4)cc1	66	62	/	76	64	41	64	42	/
COc1ccc(C(=O)C[n+]2ccccc2)c(OC)c1	101	108	96	99	105	104	100	97	89
CCOC(=O)C1=C(c2ccccc2)N=c2s/c(=C\c3cc(C)n(-c4ccc(F)cc4)c3C)c(=O)n2C1c1cccc(OC)c1OC (stereo unspecified)	104	102	105	114	114	102	100	106	110
CCN(CC)c1nc(NNC(=O)c2ccccc2)nc(N(CC)CC)n1	114	114	100	116	102	101	106	100	97
N=c1nc(N)ncn1-c1ccccc1	107	106	90	108	101	93	99	96	83
CCn1cc(/C=C2\Oc3cc(OCC#N)ccc3C2=O)c2cc(OC)ccc21	28	8.5*	86	49	8.2*	42	21	5.4*	57
O=C(O)CCC(NC(=O)C1CCCCC1C(=O)O)C(=O)O (stereo unspecified)	108	115	99	118	114	104	112	104	95
Oc1ccc(-c2nc(N3CCOCC3)c3c4c(sc3n2)CCCC4)cc1	98	61	43	74	91	73	61	101	61
COCOc1ccc2c(=O)c(C)c(C(=O)N[C@@H](Cc3ccccc3)C(O)C(=O)NCc3ccccc3)oc2c1 (stereo partly specified)	117	112	105	100	122	98	100	106	93
CCC(COC(=O)CS)(COC(=O)CS)COC(=O)CS	117	105	105	100	111	107	108	105	79
C/C(=C(/c1ccccc1)c1ccc(N2C(=O)c3cccc4c(NCc5ccccc5)ccc(c34)C2=O)cc1)c1ccccc1	95	100	89	98	112	90	103	112	93
CCSc1nc(N)c2c(c1C#N)C(O)(c1ccccc1)NC2=O (stereo unspecified)	107	108	96	99	109	98	99	98	83
CCCCC[n+]1ccc(SCC(=O)N(C)c2ccccc2OC(F)(F)F)c2ccccc21	96	106	99	94	64	88	97	104	66
O=C(O)CC(C(=O)O)c1ccccc1 (stereo unspecified)	101&116	102&116	94&110	95&110	116&107	93&114	96&100	102&98	107&84
O=C(Nc1ccc(I)cc1F)c1cc(F)ccc1O	7.8*	1.9*	/	4.9*	25	-2.7*	0.2*	26	-16*
COc1ccc(C(=O)NNc2nc(Cl)nc(Cl)n2)cc1	101	110	110	95	107	101	98	101	98
O=C1OC(c2ccccc2)=C/C1=C/c1ccc([N+](=O)[O-])cc1	105	105	99	105	131	104	98	120	88
CCN1C(=O)N(CC)C2C1NN=c1s/c(=C3\C(=O)N(CC(C)(C)C)c4ccccc43)c(=O)n12 (stereo unspecified)	43	4.5*	/	61	-38*	45	14	6.6*	-4.3*
CCOC(=O)c1nn(CC(O)c2ccccc2)c(NC(=O)Nc2cccc3ccccc23)c1C (stereo unspecified)	87	100	92	90	107	99	99	109	89
O=C1OC2(OC(=O)c3ccccc32)N(c2ccc([N+](=O)[O-])cc2)c2ccccc21 (stereo unspecified)	96	100	97	92	104	93	88	99	96
COc1ccc(-c2ncnc3c2ncn3C/C=C/CCl)cc1	75&61	97&67	81&89	105&100	94&87	80&64	81&61	84&85	55&49
Nc1c(C(=O)Nc2cc(Cl)cc(Cl)c2)sc2nc3c(cc12)C(=O)CCC3	104	105	94	92	86	97	94	109	88
Cc1ccccc1OCC(O)CN1CCN(c2ccccc2)CC1 (stereo unspecified)	96	98	96	100	94	110	102	103	102
O=C(/C=C/c1cccc([N+](=O)[O-])c1)c1ccc(Nc2nc(Nc3ccc(F)cc3)nc(Nc3ccc(Cl)cc3)n2)cc1	104	92	87	88	91	81	84	88	83
O=C(/C=C/c1c2ccccc2cc2ccccc12)c1ccc(F)cc1	87	88	94	80	114	89	83	87	78
